# Bioassay records as filed in PubChem BioAssay.
# RXFP1 ag – qHTS Assay for Agonists of the Relaxin Receptor RXFP1 | actives 0.3% (n = 370,000) | Relaxin receptor 1 (Homo sapiens), Q9HBX9 | HEK293T-RXFP1 cAMP TR-FRET, 30 min; response scale: percent of porcine relaxin response, buffer zero | Potency, µM (highest dose often 57.5 µM), for the others: top-dose activation, usual class: activators; further: potency means the concentration at half of the fitted maximal effect; on the % scale 0 is the no-effect control and ±100 the full control effect; nearly all actives have a fitted effect of over 60% in size; many of its hits are not listed in these tables
#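 HEK293T cells stably expressing RXFP1 were pretreated with the PDE4 inhibitor Ro 20174, exposed to compounds for 30 min at 37C, lysed, and cAMP was read by TR-FRET. Data normalized to buffer (basal) and 29 nM porcine relaxin (100%).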
# D1 ag – Allosteric Agonists of the Human D1 Dopamine Receptor: qHTS; HEK293 T-REx D1 cells, calcium flux, agonist mode; D(1A) dopamine receptor (Homo sapiens), P21728; activation, % at 2 µM; actives 1% (n = 360,000); in the data active means activation above about 30%; further: 0% is about no effect
# Target sequence (P21728 whole entry, looked up): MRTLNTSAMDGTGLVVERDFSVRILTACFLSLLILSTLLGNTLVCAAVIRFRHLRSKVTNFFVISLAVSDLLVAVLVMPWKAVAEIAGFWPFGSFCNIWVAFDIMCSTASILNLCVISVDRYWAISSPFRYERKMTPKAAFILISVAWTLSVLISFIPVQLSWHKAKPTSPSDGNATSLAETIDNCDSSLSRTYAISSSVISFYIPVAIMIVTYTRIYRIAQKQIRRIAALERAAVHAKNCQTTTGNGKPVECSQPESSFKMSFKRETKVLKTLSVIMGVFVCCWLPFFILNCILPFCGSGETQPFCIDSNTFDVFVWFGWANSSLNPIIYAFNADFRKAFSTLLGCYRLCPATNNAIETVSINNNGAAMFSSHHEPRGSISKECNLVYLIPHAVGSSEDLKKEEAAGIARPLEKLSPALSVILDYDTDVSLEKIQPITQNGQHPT
#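 Tetracycline-induced HEK293 TREx D1 cells, force-coupled to calcium signalling, were dye-loaded with a no-wash calcium kit. Compound was pin-added after a 10 s baseline. Fluorescence was read kinetically at 1 cycle/s for 180 s, with calcium rises flagged as agonism.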
# Vif-A3F inh – qHTS for Inhibitors of Vif-A3F Interactions: qHTS. HeLa A3F-eYFP + Vif (tagged APOBEC3F with the HIV-1 protein that degrades it), YFP fluorescence increase. Potency, µM (top dose mostly 46.1 µM), for inactives: at the highest dose activity, negative = active. actives 0.2% (n = 390,000); further: potency means the concentration at half of the fitted maximal effect; % of control where 0% means no effect; nearly all actives have a fitted effect of over 65% in size
#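 HeLa cells stably expressing A3F-eYFP plus Vif, plated and incubated overnight at 37 deg C, then exposed to compounds overnight at 37 deg C. Blocked degradation read as raised yellow fluorescence (Ex 488/Em 500-530).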
# Vif-APOBEC3G blk – qHTS for Inhibitors of Vif-A3G Interactions: qHTS; DNA dC->dU-editing enzyme APOBEC-3G (Homo sapiens), Q9HC16; HeLa A3G-eYFP + Vif (tagged APOBEC3G with the HIV-1 protein that degrades it), YFP fluorescence, overnight; Potency, µM (highest dose often 46.1 µM), for the others: at the top dose activity, negative = active, hits mostly inhibitors; actives 0.076% (n = 410,000); AID 602310, 2012;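 further: potency means the concentration at half of the fitted maximal effect; on the % scale 0 is the no-effect control and ±100 the full control effect; nearly all actives have a fitted effect of over 60% in size; hits raise eYFP signal because A3G escapes Vif-driven loss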
# Target sequence (Q9HC16 whole entry, looked up): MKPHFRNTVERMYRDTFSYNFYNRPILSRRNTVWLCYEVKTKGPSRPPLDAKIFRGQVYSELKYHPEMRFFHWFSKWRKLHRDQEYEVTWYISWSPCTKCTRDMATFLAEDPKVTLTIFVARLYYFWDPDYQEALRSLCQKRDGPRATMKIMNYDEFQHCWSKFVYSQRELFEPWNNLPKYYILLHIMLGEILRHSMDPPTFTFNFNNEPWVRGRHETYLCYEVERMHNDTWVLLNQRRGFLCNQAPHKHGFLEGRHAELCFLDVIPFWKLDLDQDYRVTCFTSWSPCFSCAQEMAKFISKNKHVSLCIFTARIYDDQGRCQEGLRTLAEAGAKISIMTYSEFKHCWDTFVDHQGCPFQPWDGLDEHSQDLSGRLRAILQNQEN
#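 HeLa cells stably expressing Vif and C-terminally eYFP-tagged A3G, seeded overnight at 37 deg C, then exposed to compound by pintool overnight at 37 deg C. Rise in yellow fluorescence (Ex 488/Em 500-530, Acumen) marks blocked Vif-driven A3G degradation.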
# Glioma ERSR ind – qHTS for Inducers of the Endoplasmic Reticulum Stress Response (ERSR) in Human Glioma: qHTS. U87-MG GRP78 promoter luciferase reporter, 16 h. Potency, µM, for inactives: at the highest dose activation, most hits filed as activators. actives 0.02% (n = 420,000). AID 602332, 2012; further: potency means the concentration at half of the fitted maximal effect; series mostly up to about 76 µM; % of control where 0% means no effect; nearly all actives have a fitted effect of over 35% in size
#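 Stably transfected U87-MG glioma cells carrying a GRP78-based luciferase sensor; 16 h compound incubation. Luminescence end-point read 10 min after Bright-Glo addition at room temperature.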
# D1 antagonist – Antagonist of Human D 1 Dopamine Receptor: qHTS | HEK293 TREx D1 cells, calcium flux, dopamine EC80; hits give low values | actives 3.2% (n = 360,000) | activity change, negative = inhibition, % at 10 µM; in the data active means activity change below about -30%; further: on the % scale 0 is the no-effect control and ±100 the full control effect
#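 Antagonism measured as reduced calcium response to an EC80 dopamine addition following 180 s compound pre-read; cells were inducible HEK293 Trex D1 plated overnight at 30 C, read kinetically at 1 cycle/sec.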
# RXFP1 antag – qHTS Assay for Antagonists of the Relaxin Receptor RXFP1; Relaxin receptor 1 (Homo sapiens), Q9HBX9; HEK293-RXFP1, relaxin-stimulated cAMP HTRF, 30 min; hits give low values; activity change, negative = inhibition, % at 57.5 µM; actives 0.59% (n = 350,000); AID 1259400, 2018;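 active means activity change of -60% or lower, but not beyond a set lower limit; inconclusive means change between -60% and -40%, or beyond the set limit; inactive means change above -40%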; further: on the % scale 0 is the no-effect control and ±100 the full control effect
# D1 potentiator – Potentiators of Human D1 Dopamine Receptor: qHTS | potentiation, % at 10 µM | AID 504651, 2011 | D(1A) dopamine receptor (Homo sapiens), P21728 | actives 0.036% (n = 360,000) | HEK293 TREx D1 cells, calcium flux, dopamine EC20 potentiation; in the data active means potentiation above about 30%; further: 0% is about no effect
# D2 potentiator – HTS Assay for Positive Allosteric Modulators of the Human D2 Dopamine Receptor: Primary Screen for Potentiators; D(2) dopamine receptor (Homo sapiens), P14416; HEK293 T-REx D2, calcium flux, EC20 dopamine potentiation; potentiation, % at 10 µM; actives 0.34% (n = 340,000); AID 485347, 2010;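 active means potentiation over 3 SD above the plate norm, cut at about 30% in these data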; further: 0% is about no effect
#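 Calcium flux readout, no-wash dye, 1 read/s. Inducible HEK293 Trex D2 line, overnight 30 C. Compound alone 180 s (agonist flags), then EC20 dopamine, another 180 s to score potentiation.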
# * = called active by the depositor; u = inconclusive; x = no result given; & = joins results of further samples. Unless noted, the call rests on the fitted dose curve; in most records, active means well fitted curve in the direction sought with a large enough effect; inconclusive means small, poorly fitted or top-dose-only effect, or another doubt; inactive means no such curve, though single readings can be large; an effect the other way counts as inactive or inconclusive. Only part of the results is shown; the hit share may differ from the screen's.
SMILES,RXFP1 ag,D1 ag,Vif-A3F inh,Vif-APOBEC3G blk,Glioma ERSR ind,D1 antagonist,RXFP1 antag,D1 potentiator,D2 potentiator
C=CCNc1nc(N)c([N+](=O)[O-])c(NCc2ccccc2)n1,0.0%,0.2,-22.6%,-19.0%,1.5%,-8.1,-8.0,-8.5,6.9
Nc1nc(-c2ccc(Cl)cc2)c(S(=O)(=O)c2ccccc2)s1,-0.5%,3.6,-7.4%,-18.0%,4.1%,-10.7,-2.2,-6.6,8.1
CCN1CCN(CCC(=O)Nc2ccc(C)cc2)CC1,0.2%,4.6,0.5%,-0.2%,-2.8%,5.0,5.2,-1.7,5.8
COc1ccc2ccccc2c1/C=N/NC(=S)NCCN1CCOCC1,2.0%,0.8,u,1.5%,1.5%,0.6,5.3,1.6,0.7
O=C(O)c1ccc(Cl)c(S(=O)(=O)N(Cc2ccccc2)c2ccc(F)cc2)c1,4.6%,2.7,1.5%,-21.5%,-12.6%,-3.4,2.1,5.0,-3.8
O=C(Nc1cccc(S(=O)(=O)N2CCCC2)c1)c1ccncc1,11.8%,14.9,8.4%,0.2%,-2.8%,15.5,3.1,-3.5,-0.4
COc1cccc2c1NC(C(=O)O)C1CC=CC21 (centres undefined),-0.9%,3.6,u,0.1%,-6.1%,1.9,-10.4,-3.1,6.6
COc1ccc(N(CC(=O)Nc2ccc(Cl)cc2)S(=O)(=O)c2c(C)n[nH]c2C)cc1,-1.9%,1.2,1.1%,-8.7%,7.1%,-7.2,4.9,3.4,-6.2
Cc1ccc(Nc2ncnc3nc[nH]c23)cc1Cl,-2.0%,3.6,1.7%,-7.8%,0.0%,-8.3,x,-8.0,-0.2
CCn1c(SCC(=O)Nc2c(C#N)cnn2-c2ccccc2)nnc1-c1cccs1,2.9%,1.7,14.1%,0.1%,-5.3%,2.5,22.0,-0.2,11.1
CSC1=C(C#N)C2(CCCCC2)C(C(=O)Nc2ccccc2)=C(C)N1,x,x,3.7%,0.6%,-3.3%,x,-1.8,x,x
COc1cc(OC)cc(C(=O)Nc2ccc(N3CCN(C(=O)c4cccs4)CC3)cc2)c1,-1.6%,2.3,0.5%,u,-6.8%,-6.6,-4.6,12.2,-9.6

# The last two compounds of the section before open the next one:
SMILES,RXFP1 ag,D1 ag,Vif-A3F inh,Vif-APOBEC3G blk,Glioma ERSR ind,D1 antagonist,RXFP1 antag,D1 potentiator,D2 potentiator
CSC1=C(C#N)C2(CCCCC2)C(C(=O)Nc2ccccc2)=C(C)N1,x,x,3.7%,0.6%,-3.3%,x,-1.8,x,x
COc1cc(OC)cc(C(=O)Nc2ccc(N3CCN(C(=O)c4cccs4)CC3)cc2)c1,-1.6%,2.3,0.5%,u,-6.8%,-6.6,-4.6,12.2,-9.6
Cc1ccc(OCCSc2nc3ccc(NC(=O)c4cccs4)cc3s2)cc1,-0.2%,5.9,-7.6%,0.7%,-1.8%,-6.0,x,-0.6,4.2
O=C(Cc1ccc(S(=O)(=O)N2CCOCC2)s1)NCC(=O)Nc1ccccc1Br,0.9%,0.6,-11.0%,0.6%,-0.6%,0.8,0.5,-5.1,5.8
CC(C)(C)OC(=O)N1CCC(CC2CC(c3ccc(Cl)cc3)=NO2)(C(=O)NCC2CCCCC2)CC1 (centres undefined),-2.6%,4.4,-2.2%,1.6%,6.7%,-2.0,x,-5.4,4.6
CCOC(=O)C1=C(O)C(=O)N(c2ccc(S(N)(=O)=O)cc2)C1c1ccc(OC)cc1OC (centres undefined),2.3%,1.4,3.8%,1.9%,-2.7%,7.0,4.8,-2.2,41.6*
Cc1cccc(OCc2nnc(SCC(=O)Nc3ccc(C)c(C)c3)o2)c1,2.6%,4.9,3.0%,-10.5%,-4.5%,3.5,-0.6,0.3,-3.0
O=C(Cc1cccc(NC(=O)C2CCCN(C(=O)CCc3ccccc3)C2)c1)Nc1cccc(C(=O)N2CCCC2)c1 (centres undefined),-2.0%,6.8,1.3%,-2.6%,0.9%,-15.5,x,-5.9,10.9
O=C(c1c(Cl)cccc1Cl)N1CCCCCC1,0.5%,0.9,-0.1%,-5.8%,-3.7%,-2.6,2.4,7.5,14.5
O=C(Nc1ccon1)c1cccc(Cl)c1,1.3%,6.4,-3.4%,0.1%,-2.1%,-16.4,3.6,-5.7,-8.2
COc1cccc(-n2c(Cc3cc(=O)[nH]c(=O)[nH]3)nnc2SCC(=O)N2CCCCCC2)c1,0.4%,2.0,1.7%,0.0%,-3.9%,-1.2,8.1,0.7,5.5
CCCSc1nc2sc3c(c2c(=O)[nH]1)CC(C)CC3 (centres undefined),-0.4%,0.3,4.4%,-1.1%,-1.9%,x,-14.6,-4.5,0.3
O=c1cc(C(F)F)oc2c1ccc1ccccc12,3.1%,7.2,-12.7%,0.1%,1.2%,-10.0,-6.2,-4.8,1.6
CCc1ccc(NC(=O)c2ccc(F)c(S(=O)(=O)NCc3ccc(Cl)c(Cl)c3)c2)cc1,-2.7%,8.0,-27.0%,1.1%,0.2%,-4.3,-21.1,-2.9,x
CCC(=O)Oc1ccc(-c2nc3ccccc3c(=O)o2)cc1,-5.7%,1.5,-8.3%,-3.9%,-0.5%,-2.8,x,-1.6,-8.6
CCCC(=O)N(Cc1cc2cc(C)ccc2[nH]c1=O)c1ccccc1OC,-0.4%,4.8,-9.3%,-3.4%,-1.8%,-4.3,2.2,3.5,16.8
Cc1sc(N)nc1-c1cccs1,-0.9%,-1.1,-3.5%,-0.4%,-1.6%,5.4,-0.1,-2.6,-1.8
CCOC(=O)c1c(-c2ccc(C)cc2)csc1NC(=O)c1ccc(C(C)(C)C)cc1,-0.6%,-0.6,0.7%,3.8%,-3.5%,4.0,-7.7,1.9,5.0
CCCCn1c(SCC(=O)NNC(=O)c2ccccc2)n[nH]c1=O,x,x,8.5%,2.1%,-3.3%,x,0.1,x,x
O=C(O)CSc1ccnc2cc(Cl)ccc12,12.6µM*,3.5,u,-0.3%,-7.4%,11.8,20.4,1.1,1.9
CCN1CCN(Cc2ccc(NC(=O)c3ccc(C)c(NC(=O)c4c[nH]c5cc(C(F)(F)F)ccc5c4=O)c3)cc2C(F)(F)F)CC1,0.0%,2.3,-0.4%&3.2%,-19.1%&-6.5%,-12.6%&-11.7%,7.6,-8.5,-2.3,-4.1
COC(=O)c1ccc(NC(=O)c2ccccc2N(C)S(C)(=O)=O)cc1,-0.5%,3.9,-13.4%,0.4%,3.3%,4.0,-4.1,0.8,-5.3
CCOC(=O)c1sc2ccccc2c1NC(=O)c1coc2ccccc2c1=O,-1.9%,1.2,-12.6%,1.3%,-2.7%,-6.3,15.3,0.6,-1.7
COc1cnc(SC)nc1Nc1ccc(C#N)cc1,0.5%,-0.3,-0.6%,0.7%,-2.4%,10.6,7.5,2.4,11.8
COc1ccc(N(CC(=O)N2CCN(c3cccc(C)c3C)CC2)S(=O)(=O)c2c(C)noc2C)cc1,5.0%&-0.5%,4.6&0.4,0.3%&-7.5%,-0.8%&0.3%,-1.3%&-2.8%,-20.6&-5.6,0.8,-3.1&1.0,-2.5&3.5
FC(F)(F)c1nc(SCc2ccc(Cl)cc2Cl)n[nH]1,0.3%,18.9,u,0.1%,1.0%,13.1,-7.4,1.9,-20.1
O=C(CNS(=O)(=O)c1cccc2nonc12)NCc1ccc(F)cc1,-1.2%,3.9,0.5%,-1.1%,-6.6%,11.8,21.8,0.7,-3.5
CC(Cl)C(=O)NN=C(c1ccccc1)c1ccccc1 (centres undefined),-1.2%,1.0,-0.4%,3.8%,-2.6%,5.7,1.5,-6.6,-2.2
COc1cc(NC(C)CCCN)c2ncccc2c1Oc1ccccc1 (centres undefined),5.4%,9.5,u,0.9%,-4.1%,9.6,7.3,-2.8,-2.6
Cc1ccccc1N1CCN(C2CCCN(C(=O)CCC3(C)CC3)C2)CC1 (centres undefined),-2.1%,1.4,-5.2%,0.4%,-0.2%,2.5,0.1,20.4,-27.1
COc1cccc2c(=O)c3ccccc3oc12,-2.2%&2.5%,-0.2&2.1,2.9%,0.5%&1.6%,1.7%&2.2%,1.7&-1.1,x,-2.8&-0.7,-10.3&13.3
Cc1n[nH]c(=S)n1Cc1ccccc1,2.6%,2.8,0.6%,0.5%,-4.9%,1.5,3.9,-5.8,9.9
CC(=O)c1cccc(OCC(=O)N(C)CC(=O)NCc2ccco2)c1,x,x,-8.1%,-4.2%,-5.6%,x,-6.5,x,x
Cc1cc(C)n(CC2CC(=O)N(c3cc(Cl)cc(Cl)c3)C2=O)n1 (centres undefined),1.2%,0.4,-4.8%,-0.3%,-4.3%,16.9,-4.1,-6.5,-4.7
CC(C)CNC(=O)NC(=O)COc1ncnc2sccc12,3.3%,1.2,-2.5%,1.6%,-2.2%,-1.5,4.7,9.4,6.0
CCN(C(C)=O)c1nc(CCl)cs1,0.4%,0.8,-15.1%,-2.2%,-2.0%,-10.1,-6.6,-0.9,4.2
Cc1c(OC(C)C(=O)NC2CC(C)(C)NC(C)(C)C2)ccc2c3c(c(=O)oc12)CCC3 (centres undefined),3.5%,2.2,-7.5%,-0.6%,-3.8%,-48.9*,8.0,-5.2,0.7
COC(=O)c1c(NC(=O)CN2CCOCC2)sc2c1CCC(C)C2 (centres undefined),2.8%,0.0,0.2%,-0.6%,3.8%,0.5,-14.3,-6.8,-6.9
